Cneo AK release – causes C. neoformans cell lysis; adenylate kinase release luminescence, 4 h; normalised: neutral wells 0, clomiphene wells 100; lysis activity, % at 15 µM; actives 0.2% (n = 360,000); AID 651654;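 active means mean lysis activity across replicates of at least 80%, whatever share of replicates individually reach that level; inactive means mean lysis activity below 80%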
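Assay system: Cryptococcus neoformans yeast cells / Dosing: single-point compound dose / Timing: 4 h at 37 °C static, read 1 h later / Measured by: luminescence of released adenylate kinase using an AK detection reagent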
FN deposit inh – fibronectin deposition inhibition. AH1F fibroblasts, Alexa488-fibronectin deposition fluorescence, overnight. actives 0.086% (n = 350,000). inhibition, % at 12.6 µM;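 active means mean inhibition across replicates of 30% or more, regardless of how many single replicates reach that level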;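 further: positive control wells lacked labelled fibronectin entirely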
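Test system: AH1F fibroblast monolayer depositing Alexa488-labelled fibronectin into matrix. Input: 10000 cells per well. Technique: fluorescence, ex 485 nm, em 525 nm. Buffer or medium: DMEM plus 2% serum, read in PBS. Timing: 1 h cell adhesion before compound, then overnight fibronectin incubation. Compound: single dose, pinned. Read-out basis: inhibition from reduced deposited-fibronectin fluorescence.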
PglD inh – blocks C. jejuni PglD acetyltransferase activity; purified PglD enzyme, DTNB colorimetric CoA detection; inhibition, % at 12.5 µM; actives 0.098% (n = 360,000); AID 602405; in the data active means inhibition above about 16%, passing the limit was not always enough; further: strong numbers were not always called active
GSIS activator – GLuc luminescence reporter in INS-1E cells, primary screen for activators of glucose-dependent secretion of insulin | activation, % at 16.6 µM | actives 0.61% (n = 370,000) | INS-1E GLuc reporter insulin secretion, 2-3 h;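 active means lowest replicate activation of at least 40%, so every replicate reaches that level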;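 further: 0% = median of neutral control wells and 100% = median of IBMX positive control wells; some compounds called inactive have numbers as strong as hits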
miR-122 sensor – blocks miR-122 activity in Huh7 sensor cells | Huh7 miR-122 Renilla luciferase sensor, 48 h; neutral wells = 0, positive control = 100 | activation (reporter increase), % at 12.5 µM | actives 0.3% (n = 340,000) | AID 602342;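 active means mean replicate activation score at least 90 and every replicate individually at or above 90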;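 further: higher luciferase means less miR-122 activity so hits act as miR-122 inhibitors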
CFTR F508del cor – CFTR F508del correction in bronchial cells; CFBE cells, YFP halide quenching; stimulated with forskolin plus potentiator P3; % fluorescence drop versus neutral controls; activity (quench increase), % at 7.58 µM; actives 0.36% (n = 350,000);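 active means mean added fluorescence quench of at least 8% versus neutral control, with both replicates also reaching 8%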;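 further: cells transiently co-express mutant CFTR-F508del with the halide-sensitive YFP; corrector assay measuring rescue of mutant channel to the surface after 24 h compound exposure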
Statin myotox sup – protects C2C12 myotubes from simvastatin toxicity | ATP luminescence, 48 h; scaled: DMSO 0, geranylgeraniol control 100 | rescue of ATP level, % at 7.49 µM | actives 0.78% (n = 330,000) | AID 602340;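 active means mean ATP rescue above about 67%, or every replicate alone reaching that limit, limit read from the data, passing the limit was not always enough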;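 further: myotubes were challenged with 10 µM simvastatin during compound exposure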
PGC1a acetyl inh – modulators of PGC1a acetylation; U2OS PGC1a acetylation, AlphaScreen anti-acetyl-lysine; with virally co-expressed GCN5 acetyltransferase; AID 651687; inhibition, % at 15.6 µM; actives 0.17% (n = 350,000);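 active means every replicate shows inhibition of at least 40%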;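 further: 0% = neutral control wells and 100% = positive control wells; some results beyond the cut were filed as inactive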
Starred values were filed as active, the others as inactive; · = not tested or not shown; & = joins results of further samples; [ ] = another dose, or the depositor's remark.

1) COc1cccc(C(=O)CN(C(=O)c2ccc(Cl)cc2Cl)N2C(=O)c3ccccc3C2=O)c1
2) CCCCN(C(=O)c1ccc(S(=O)(=O)N2CCCCC2)cc1)C1CCS(=O)(=O)C1 (stereo not drawn)
3) C=CC[C@H](CC(=O)N(CCO)Cc1ccccc1)C(=O)N[C@H](COC(=O)[C@@H](CC=C)CC(=O)OC(C)(C)C)c1ccccc1
4) Cc1cccc(OCC(=O)OCC(=O)N(CC(C)C)c2c(N)n(Cc3ccccc3)c(=O)[nH]c2=O)c1C
5) CCOc1ccc(Cl)cc1-c1cc(C(=O)Nc2ccc(OC)nc2)[nH]n1
6) C[C@H](CO)N1C[C@H](C)[C@@H](CN(C)C(=O)Nc2ccc(C(F)(F)F)cc2)Oc2ccc(NC(=O)Cc3ccccc3)cc2C1=O
7) COc1ccc(C(=O)/C=C/c2ccsc2)cc1CSCC(=O)O
8) COC(=O)C[C@@H]1C[C@H]2c3cc(NC(=O)Nc4ccc(OC)cc4)ccc3O[C@H]2[C@@H](CO)O1
9) Cc1cccc(NC(=O)CSc2ccc(-c3cccnc3)nn2)c1
10) O=C(NCC1CCCO1)/C(=C\c1ccco1)NC(=O)c1ccccc1 (stereo not drawn)

assay / entry	1	2	3	4	5	6	7	8	9	10
Statin myotox sup	·	12	2	-1	-21	-6&-47	2	1	2	7
GSIS activator	-11	8	-35	-16	-4	-32&-31	3	14	29	·
Cneo AK release	3	5	1	0	0	3&-4	7	-1	2	0
PglD inh	-6	2	3	13	0	3&-3	-3	10	0	-7
CFTR F508del cor	·	-0.6	-1.1	1.3	3.7	-5.5&-3.8	0.0	-0.9	0.6	·
miR-122 sensor	-9	-4	-2	-5	-3	-10	-3	3[16.7 µM]	1	-6
PGC1a acetyl inh	-4	3	-4	·	-23	1	·	-1	2	-3
FN deposit inh	-6	4	-1	·	6	2	2	-7	·	·

Limited to CFTR F508del cor, miR-122 sensor and FN deposit inh, for 6 of the compounds above:
| No. | SMILES | CFTR F508del cor | miR-122 sensor | FN deposit inh |
| --- | --- | --- | --- | --- |
| 4 | Cc1cccc(OCC(=O)OCC(=O)N(CC(C)C)c2c(N)n(Cc3ccccc3)c(=O)[nH]c2=O)c1C | 1.3 | -5 | · |
| 5 | CCOc1ccc(Cl)cc1-c1cc(C(=O)Nc2ccc(OC)nc2)[nH]n1 | 3.7 | -3 | 6 |
| 6 | C[C@H](CO)N1C[C@H](C)[C@@H](CN(C)C(=O)Nc2ccc(C(F)(F)F)cc2)Oc2ccc(NC(=O)Cc3ccccc3)cc2C1=O | -5.5&-3.8 | -10 | 2 |
| 7 | COc1ccc(C(=O)/C=C/c2ccsc2)cc1CSCC(=O)O | 0.0 | -3 | 2 |
| 8 | COC(=O)C[C@@H]1C[C@H]2c3cc(NC(=O)Nc4ccc(OC)cc4)ccc3O[C@H]2[C@@H](CO)O1 | -0.9 | 3[16.7 µM] | -7 |
| 9 | Cc1cccc(NC(=O)CSc2ccc(-c3cccnc3)nn2)c1 | 0.6 | 1 | · |

(list continues)
11) CC1(C)CC(=O)c2cnc(NC(=O)C3CCCC3)nc2C1
12) C[C@@H]1CN([C@@H](C)CO)C(=O)CCCn2nncc2CO[C@@H]1CN(C)C(=O)Nc1cccc(C(F)(F)F)c1
13) Cc1onc(-c2ccccc2)c1C(=O)N1CCN(S(=O)(=O)c2ccc(Cl)cc2)CC1
14) CN(C)c1ccnc(Nc2ccccc2)c1C#N
15) Cc1noc(C)c1NC(=O)Nc1cccc2c1O[C@H](CN(C)C(=O)NC1CCCCC1)[C@H](C)CN([C@H](C)CO)C2=O
16) O=C(NCCCN1CCOCC1)C1Cc2c(ccc3ccccc23)O1 (stereo not drawn)
17) C[C@@H]1CCCCO[C@H](CN(C)S(=O)(=O)c2ccc(Cl)cc2)[C@@H](C)CN([C@H](C)CO)C(=O)c2cc(NC(=O)Cc3ccccc3)ccc2O1
18) Oc1ccccc1C1=NCCNC(C(F)(F)F)=C1
19) O=C(Nc1ccc(N2CCN(C(=O)c3ccc(Cl)cc3)CC2)cc1)c1ccc2c(c1)OCCO2
20) CN(C)CCN(C)C1CN(CCc2ccccc2)S(=O)(=O)C1 (stereo not drawn)

assay / entry	11	12	13	14	15	16	17	18	19	20
Statin myotox sup	18	12&10	-4	·	30	1	·	-1	·	-5
GSIS activator	·	-9&-7	-16	17	8	6	-1	-24	-31	1
Cneo AK release	-3	1&-1	·	0	3	3	1	·	2	1
PglD inh	5	7&-1	·	-5	1	-6	0	·	-4	1
CFTR F508del cor	·	-1.8&0.4	4.1	-0.7	2.3	0.5	-2.0	0.8	·	-1.0
miR-122 sensor	-9	-4	-6	1	2[16.7 µM]	0	0[16.7 µM]	-9	-1	7
PGC1a acetyl inh	9	1&-10	-9	-5	-6	1	6	-15	4	-2
FN deposit inh	12	-5&0	2	-7	-5	·	·	6	-12	-1

21) C[C@@H]1CCCCO[C@@H](CN(C)Cc2ccc(C(=O)O)cc2)[C@@H](C)CN([C@@H](C)CO)C(=O)c2cc(NC(=O)Cc3ccccc3)ccc2O1
22) CN(CC(=O)Nc1ccc(F)cc1)C(=O)COc1ncnc2ccccc12
23) C[C@@H]1CN([C@H](C)CO)S(=O)(=O)c2ccc(Br)cc2O[C@H]1CN(C)S(=O)(=O)c1ccc(F)cc1
24) N#Cc1c(N)oc(-c2ccc3c(c2)OCO3)c1-c1ccc2c(c1)OCO2
25) COc1ncccc1-c1ccc2nncn2c1
26) CO[C@H]1CN(C)C(=O)c2cc(NS(=O)(=O)CC(F)(F)F)ccc2OC[C@H](C)N(Cc2cccnc2)C[C@@H]1C
27) C[C@@H]1CN([C@H](C)CO)S(=O)(=O)c2ccc(-c3ccc(C(=O)N(C)C)cc3)cc2O[C@@H]1CN(C)C(=O)Cc1ccccn1
28) COc1ccc(N2CCN(C3=CC(=O)N(c4cccc(Cl)c4)C3=O)CC2)cc1
29) C[C@H]1CCC(=O)N([C@H](CSc2ccccc2)Cc2ccccc2)CC1
30) CC(=O)N1[C@H](CO)[C@H](c2ccc(C3=CCCC3)cc2)[C@@H]1CNC(=O)CN(C)C

assay / entry	21	22	23	24	25	26	27	28	29	30
Statin myotox sup	·	-1	22	0	4	-2	-6	4	6	-9
GSIS activator	2	-10	-36	·	·	2	-4	-7	-10	9
Cneo AK release	-4	2	0	-1	14	103*	0	·	-2	0
PglD inh	-2	-2	-2	·	4	1	-1	·	3	0
CFTR F508del cor	-1.4	-0.4	·	·	3.7	-3.2	-1.4	0.2	1.7	-0.7
miR-122 sensor	1[16.7 µM]	-5	-4[16.7 µM]	-4	-3	·	8[16.7 µM]	3	12	7[16.7 µM]
PGC1a acetyl inh	-1	-2	-4	-1	-2	-4	7	1	-5	5
FN deposit inh	·	3	4	-12	4	·	·	13	-9	8

31) Cc1ccc(S(=O)(=O)N(C)C[C@@H]2Oc3ccc(NC(=O)Nc4ccc5c(c4)OCO5)cc3CC(=O)N([C@@H](C)CO)C[C@@H]2C)cc1
32) COc1cc(CN2CCCN(C)CC2)c([N+](=O)[O-])cc1OC
33) COc1ccc(S(=O)(=O)Nc2ccc3c(c2)C(=O)N([C@@H](C)CO)C[C@@H](C)[C@@H](CN(C)C(=O)Cc2ccccc2)OCCCC[C@@H](C)O3)cc1
34) CC(C)NC(=O)N(C)C[C@H]1OCCCC[C@@H](C)Oc2ccc(NS(=O)(=O)c3cn(C)cn3)cc2C(=O)N([C@@H](C)CO)C[C@@H]1C
35) Cc1cc(CNC(=O)Nc2ccc3c(c2)OCO3)nn1C
36) Cc1ccsc1C1NC(=O)c2ccccc2N1 (stereo not drawn)
37) C[C@H](CO)N1C[C@H](C)[C@H](CN(C)C(=O)Nc2cccc3ccccc23)OCCCC[C@H](C)Oc2ccc(NC(=O)CCCN(C)C)cc2C1=O
38) CN1CCCCN2[C@H](CO)[C@@H](c3ccc(C#Cc4ccccc4F)cc3)[C@H]2C1
39) CCC(=O)N(C)C[C@@H]1Oc2cc(-c3cncnc3)ccc2S(=O)(=O)N([C@H](C)CO)C[C@H]1C
40) C=CCn1c(=N)n(CC(=O)c2ccc(OC)cc2)c2ccccc21

assay / entry	31	32	33	34	35	36	37	38	39	40
Statin myotox sup	-211	3	·	·	4	-11	·	24	5	-11
GSIS activator	-24	2	-29	-3	·	·	5	1	7	12
Cneo AK release	-2	-2	-2	-11	·	-3	0	0	-4	·
PglD inh	0	-3	1	-2	0	1	2	12	-2	·
CFTR F508del cor	0.2	1.2	-2.4	2.5	·	·	-1.5	1.4	0.8	1.4
miR-122 sensor	113*[16.7 µM]	-4	-2[16.7 µM]	2[16.7 µM]	-4	-12	-5[16.7 µM]	2[16.7 µM]	-6[16.7 µM]	-9
PGC1a acetyl inh	-7	12	-1	1	10	2	9	-4	10	-3
FN deposit inh	·	-7	·	0	-6	-5	·	·	-19	0

Part of the list above, with two lines to a compound:
Order of values – Statin myotox sup | GSIS activator | Cneo AK release | PglD inh | CFTR F508del cor | miR-122 sensor | PGC1a acetyl inh | FN deposit inh
#38 CN1CCCCN2[C@H](CO)[C@@H](c3ccc(C#Cc4ccccc4F)cc3)[C@H]2C1
    24 | 1 | 0 | 12 | 1.4 | 2[16.7 µM] | -4 | ·
#32 COc1cc(CN2CCCN(C)CC2)c([N+](=O)[O-])cc1OC
    3 | 2 | -2 | -3 | 1.2 | -4 | 12 | -7

Remaining list, next part
41) Cc1csc(NC(=O)c2c(-c3ccccc3)noc2C)n1
42) CC(=O)N1c2ccccc2NC2=C(C(=O)CC(C)(C)C2)C1c1cccn1C (stereo not drawn)
43) CC(C)NC(=O)Nc1cccc2c1O[C@H](CN(C)Cc1ccc(C(=O)O)cc1)[C@H](C)CN([C@@H](C)CO)C2=O
44) O=C(NCCNC(=O)c1ccccc1O)c1ccccc1O
45) Cc1ccc(N2C(=O)CC(Cc3cccc(C)c3)C2=O)cc1 (stereo not drawn)
46) Cc1cc(C)n2nc(CNS(=O)(=O)c3cccc([N+](=O)[O-])c3)nc2n1
47) O=C(NCc1cccc(OC(F)(F)F)c1)C1CCC(=O)N(Cc2cccc(F)c2)C1 (stereo not drawn)
48) O=C(COC(=O)c1ccc(=O)n(Cc2ccccc2)n1)Nc1ccc2c(c1)OCCO2

assay / entry	41	42	43	44	45	46	47	48
Statin myotox sup	-7	6	2	-3	8	1	-7	9
GSIS activator	-2	14	24	-12	-14	1	-41	·
Cneo AK release	-6	4	-1	-6	·	-9	2	3
PglD inh	4	4	5	10	·	2	-3	0
CFTR F508del cor	0.2	-0.1	-1.8	-3.3	-0.1	-0.5	-0.4	·
miR-122 sensor	3	-6	-6[16.7 µM]	-2	7	·	-1	5
PGC1a acetyl inh	·	9	16	8	11	-3	6	-1
FN deposit inh	-9	21	0	-11	-3	1	-15	2

Screening results: PubChem, Broad Institute
